Screening results (PubChem BioAssay)
CatL inh: inhibitors of human cathepsin L, biochemical; AID 460, 2006; 58,000 compounds, 0.17% hits; Procathepsin L (Homo sapiens), P07711; purified cathepsin L, fluorogenic substrate, fluorescence; inhibition, %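 (tested at 10 µM)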; in the data active = inhibition above about 45%;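 also: 0% = enzyme with no compound and 100% = no enzyme blank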
Target sequence (P07711 114-288 limits assumed): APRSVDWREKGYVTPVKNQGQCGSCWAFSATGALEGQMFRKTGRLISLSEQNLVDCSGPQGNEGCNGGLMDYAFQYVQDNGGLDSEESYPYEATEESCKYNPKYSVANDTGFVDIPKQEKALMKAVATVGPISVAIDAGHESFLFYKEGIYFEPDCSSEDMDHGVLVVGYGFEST
Target sequence (P07711 292-333 limits assumed): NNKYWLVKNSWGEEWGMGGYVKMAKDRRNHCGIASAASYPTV
ROCK2 blocker: inhibitors of human ROCK2 kinase, primary screen, biochemical, high-throughput, luminescence; 60,000 compounds, 0.35% hits; purified ROCK2, Kinase-Glo ATP depletion luminescence; AID 604, 2007; Rho-associated protein kinase 2 (Homo sapiens), O75116; inhibition, % at 6 µM;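 active = inhibition above the screen-wide mean inhibition plus 3 SD, cut at about 18% in these data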;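 also: plate controls were DMSO wells for no effect and Y-27632 control wells after no-enzyme background subtraction for full effect; many of its hits are not listed in these tables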
JNK3 blocker: JNK3 kinase activity inhibitors, primary screen, biochemical, human, purified enzyme; Mitogen-activated protein kinase 10 (Homo sapiens), P53779; HTS; inhibition, % at 8 µM; 60,000 compounds, 0.61% hits; AID 746, 2007; in the data active = inhibition above about 17%;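 also: 0% = DMSO and 100% = reference inhibitor; many of its hits are not listed in these tables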
Cathepsin G inh: human cathepsin G inhibitors, primary screen, biochemical, pooled compound mixtures, AMC fluorescence | 62,000 compounds, 0.2% hits | P08311 | purified enzyme, AMC-tetrapeptide fluorescence | inhibition, % at 5 µM (by protocol);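 active = inhibition above 20% in each of the two mixture wells holding the compound; inactive = inhibition of 20% or less in either well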;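 also: 0% = enzyme control without mixture and 100% = blank lacking enzyme; strong numbers were not always called active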
Target sequence (P08311 21-244 limits assumed): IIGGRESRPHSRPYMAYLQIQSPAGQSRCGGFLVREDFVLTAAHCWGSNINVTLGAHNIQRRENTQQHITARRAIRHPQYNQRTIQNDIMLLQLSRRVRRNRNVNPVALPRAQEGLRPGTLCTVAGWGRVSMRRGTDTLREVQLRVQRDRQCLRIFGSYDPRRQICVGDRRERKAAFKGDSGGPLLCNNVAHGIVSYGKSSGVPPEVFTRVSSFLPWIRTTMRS
FXIa inh mix: FXIa protease inhibitors in compound pools, primary screen, biochemical, 10-compound mixtures; Coagulation factor XI (Homo sapiens), P03951; purified FXIa, fluorogenic substrate, pooled mixtures; inhibition, % at 5 µM; 62,000 compounds, 0.19% hits;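 also: each value is inhibition by a whole ten-compound pool holding the compound; 0% = enzyme with no mixture and 100% = wells lacking enzyme; strong numbers were not always called active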
PKA kinase inh: inhibitors of human PKA kinase activity, primary screen, biochemical, ATP-depletion luminescence, Kemptide substrate. inhibition, % at 6 µM. PKA Kemptide phosphorylation, Kinase-Glo ATP luminescence. 65,000 compounds, 0.1% hits. AID 524, 2006. cAMP-dependent protein kinase catalytic subunit alpha (Homo sapiens), P17612;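 active = inhibition above the screen-wide mean inhibition plus 3 SD, cut at about 21% in these data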; also: many of its hits are not listed in these tables
FXIIa mix inh: human factor XIIa inhibitors, primary screen, biochemical, pooled compound mixtures, fluorogenic substrate. Coagulation factor XII (Homo sapiens), P00748. purified FXIIa. inhibition, % at 5 µM. 62,000 compounds, 0.2% hits;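 also: 0% = enzyme without compound and 100% = no enzyme blank; some results filed as inactive read as strong as hits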
CatS block: inhibitors of human cathepsin S, biochemical, compound mixtures. P25774. recombinant cathepsin S, AMC dipeptide fluorescence, pooled mixtures. inhibition, %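 (tested at 5 µM per compound within 10-compound mixtures)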. 62,000 compounds, 0.06% hits. AID 501, 2006; in the data active = inhibition above about 32%, passing the limit was not always enough;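 also: 0% = enzyme without compound and 100% = blank without enzyme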
Target sequence (P25774 115-331 limits assumed): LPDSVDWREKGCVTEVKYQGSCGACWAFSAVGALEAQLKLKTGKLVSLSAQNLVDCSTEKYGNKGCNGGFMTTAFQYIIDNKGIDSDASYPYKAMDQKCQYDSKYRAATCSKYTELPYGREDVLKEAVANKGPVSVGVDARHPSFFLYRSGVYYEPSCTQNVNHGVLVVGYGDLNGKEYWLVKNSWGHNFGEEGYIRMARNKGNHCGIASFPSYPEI
C1s inh: complement C1s protease inhibitors, primary screen, biochemical, 10-compound mixtures; Complement C1s subcomponent (Homo sapiens), P09871; mean inhibition % of two 10-compound mixtures (hits give high values), % at 5 µM (by protocol); 62,000 compounds, 0.16% hits; purified C1s, fluorogenic AMC substrate, pooled mixtures;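 active = inhibition above 20% in each of the two 10-compound mixture wells holding the compound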;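 also: 0% = enzyme wells lacking compound mixture and 100% = no-enzyme blank wells; some compounds called inactive have numbers as strong as hits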
* = called active by the depositor; x = no result given. Rule as the data show it, unless noted: active = inhibition above about 20% (passing the limit was not always enough); inactive = the rest. Outcome played no part in choosing rows, and some 1.5% of all compounds hit somewhere here.

CatL inh | ROCK2 blocker | JNK3 blocker | Cathepsin G inh | FXIa inh mix | PKA kinase inh | FXIIa mix inh | CatS block | C1s inh | smiles
-13 | 8 | 5 | 9 | 5 | -2 | 14 | -2 | 16 | CCCC(c1nnnn1Cc1ccco1)N1CCC(C(N)=O)CC1 (centres undefined)
21 | 3 | -5 | -1 | 0 | 2 | -9 | 0 | 2 | NC(=O)CSc1nnc(-c2ccc(S(=O)(=O)N3CCOCC3)cc2)n1CC1CCCO1 (centres undefined)
26 | -2 | 0 | 11 | 10 | -4 | 1 | -6 | 21 | NNC(=O)c1ccncc1
8 | 4 | 3 | -7 | -2 | 9 | -3 | 19 | -13 | CCOC(=O)c1[nH]c(C)c(C(=O)OCCN2C(=O)c3ccccc3C2=O)c1C
3 | 5 | 0 | 10 | 3 | 7 | 0 | 11 | -10 | Cc1ccc(N(CC(O)CN2CCCC2)S(=O)(=O)c2ccc(C)cc2)cc1 (centres undefined)
11 | -4 | -2 | 12 | 0 | 1 | 8 | 13 | 45 | CCN1CC2=C(OC(N)=C(C#N)C2c2ccccc2)/C(=C\c2ccccc2)C1 (centres undefined)
-4 | x | x | 4 | 7 | 10 | 0 | -16 | 9 | N#CCc1nc2n(n1)Cc1ccccc1-2
-4 | -1 | 3 | 9 | 7 | -1 | 8 | 15 | -29 | Cc1ccc(C(=O)NCc2cccs2)cc1S(=O)(=O)N1CCCCC1
-5 | 3 | -2 | 11 | 3 | 7 | -2 | -1 | 9 | O=C(Cn1nnc(-c2cccc(C(F)(F)F)c2)n1)NC1CCCC1
x | 2 | 7 | 9 | 0 | 8 | 8 | 10 | 2 | CCCc1nc(SCC(=O)N2CCCc3ccccc32)c2c(=O)n(C)c(=O)n(C)c2n1
13 | 4 | 7 | 7 | -2 | 5 | 5 | 17 | 1 | CC1CCN(C(=O)CSc2nnc(CN3CCOCC3)n2-c2ccccc2)CC1
-3 | 2 | 11 | -10 | 2 | 2 | 9 | 3 | -2 | Cc1cccc(N(CC(=O)NCc2ccc3c(c2)OCO3)C(=O)CCC(=O)Nc2ccccn2)c1C
11 | 5 | 0 | 11 | -1 | 2 | 13 | 1 | 5 | CCn1c(C(Cc2ccccc2)NC(=O)COC)nc2ccccc21 (centres undefined)
-2 | 2 | 0 | 12 | 4 | 7 | 5 | -1 | 12 | CC(C)n1c(SCC(=O)Nc2ccccc2N2CCCCC2)nc2c1c(=O)n(C)c(=O)n2C
6 | -3 | -3 | 2 | 6 | -7 | 6 | 20 | -5 | CCOC(=O)N1CCN(C(=O)CN(c2ccc3c(c2)OCO3)S(C)(=O)=O)CC1
-9 | 9 | 4 | 14 | 41 | 13 | -4 | 3 | 25 | Cc1ccc(-c2noc(CN(C(=O)C34CC5CC(CC(C5)C3)C4)C(C)C)n2)cc1
-3 | 5 | -5 | 6 | 9 | 11 | 10 | -4 | -28 | O=C1CC(N2CCN(Cc3ccccc3)CC2)C(=O)N1CCc1ccccc1 (centres undefined)
x | -1 | 0 | -7 | 8 | -9 | -2 | -3 | -24 | Cc1ccc2oc3c(c(=O)c2c1)C(c1cccs1)N(CCCN(C)C)C3=O (centres undefined)
-6 | 0 | -2 | 9 | 2 | 5 | 3 | 3 | 4 | Cc1ccc(C(=O)Nc2ccccc2C(=O)NCc2ccco2)cc1S(=O)(=O)N1CCCCC1
5 | 9 | -1 | 8 | 10 | 11 | 3 | -2 | 13 | CCCCOC(=O)c1ccc(NC(=O)C(CCS(C)(=O)=O)NC(C)=O)cc1 (centres undefined)
-7 | 6 | 1 | 18 | 14 | 13 | -3 | -1 | -18 | CCn1c(=O)c(C(=O)Nn2c(C)nc3ccccc3c2=O)c(O)c2ccccc21
-5 | 11 | 0 | 8 | 2 | 5 | -2 | -3 | 3 | Cn1c(=O)c2[nH]cnc2n(C)c1=O
12 | x | x | 10 | 18 | 1 | 5 | 7 | 16 | Cc1n[nH]c(C)c1S(=O)(=O)NCCc1ccc(Cl)cc1
6 | x | x | 7 | 5 | 2 | -4 | 0 | -1 | COc1ccc(CNC(=O)c2ccc(NC(=O)C3CCCO3)cc2)cc1 (centres undefined)
-18 | -1 | -4 | -3 | 7 | -8 | 13 | -18 | -6 | Cn1c(=O)c2c(SCC(=O)NCC3CCCO3)nc(-c3cccs3)nc2n(C)c1=O (centres undefined)

The final 4 entries of the part before are carried over, then new ones follow.
CatL inh | ROCK2 blocker | JNK3 blocker | Cathepsin G inh | FXIa inh mix | PKA kinase inh | FXIIa mix inh | CatS block | C1s inh | smiles
-5 | 11 | 0 | 8 | 2 | 5 | -2 | -3 | 3 | Cn1c(=O)c2[nH]cnc2n(C)c1=O
12 | x | x | 10 | 18 | 1 | 5 | 7 | 16 | Cc1n[nH]c(C)c1S(=O)(=O)NCCc1ccc(Cl)cc1
6 | x | x | 7 | 5 | 2 | -4 | 0 | -1 | COc1ccc(CNC(=O)c2ccc(NC(=O)C3CCCO3)cc2)cc1 (centres undefined)
-18 | -1 | -4 | -3 | 7 | -8 | 13 | -18 | -6 | Cn1c(=O)c2c(SCC(=O)NCC3CCCO3)nc(-c3cccs3)nc2n(C)c1=O (centres undefined)
16 | 4 | 8 | 11 | 6 | 4 | 3 | -6 | 19 | CCc1cccc(NC(=O)CN(C)S(=O)(=O)c2cccc3nsnc23)c1
0 | 2 | 1 | 3 | -2 | 5 | 7 | 5 | -1 | CCOc1ccc(/C(=N\O)C(C)NO)cc1 (centres undefined)
38 | 3 | -4 | -12 | -4 | 1 | 4 | 19 | -26 | Clc1ccc(OCCCn2cncn2)cc1Cl
22 | -2 | 5 | 15 | 10 | -4 | 9 | 10 | 16 | O=C(CSc1nnc(-c2ccncc2)n1C1CCCCC1)Nc1cccc(O)c1
-2 | 2 | -4 | 2 | 2 | 5 | 5 | 8 | -1 | O=C1NCCCC2c3c(cc(Br)c(O)c3Br)OC12N1CCOCC1 (centres undefined)
9 | 5 | 0 | 11 | 5 | 6 | -10 | -21 | -20 | CCCc1nc(N2CCOCC2)c(C#N)c2c1CCCC2
4 | 8 | -5 | 12 | 2 | 7 | 6 | -2 | 14 | CCOC(=O)N1CCN(C(=O)C2CCC(CNS(=O)(=O)c3ccc(Cl)cc3)CC2)CC1 (centres undefined)
-4 | -1 | 1 | 0 | 4 | -5 | 6 | 0 | -3 | CCOC(=O)C1C(=O)C=C(c2ccc(OC)cc2)CC1c1ccco1 (centres undefined)
11 | 1 | -4 | 11 | 5 | 6 | 7 | 20 | 14 | C=CCn1c(SCn2nnc3ccccc3c2=O)nnc1-c1ccc(Br)cc1
0 | 8 | -3 | 6 | 5 | 12 | 2 | -7 | 4 | CCOC(=O)N1CCN(C(=O)c2cn(CC)c3ccc(S(=O)(=O)N4CCCC4)cc3c2=O)CC1
10 | -3 | -3 | 8 | 3 | -2 | -25 | 1 | 10 | N=c1n(CCN2CCCCC2)c2ccccc2n1CC(O)COc1ccccc1 (centres undefined)
6 | 3 | -1 | 7 | 4 | 3 | 7 | -3 | 7 | Cn1c(N2CCN(C(=O)Nc3ccc(C(F)(F)F)cc3)CC2)nc2ccccc21
6 | -1 | 4 | x | x | 2 | x | x | x | Cc1ccccc1OCC(O)Cn1c(N2CCN(c3ccccc3)CC2)nc2c1c(=O)[nH]c(=O)n2C (centres undefined)
-3 | 1 | 7 | 0 | 12 | 7 | 15 | 1 | 2 | CC(=O)NC(CCS(C)(=O)=O)C(=O)Nc1cc(Cl)ccc1Cl (centres undefined)
-7 | 6 | 0 | 0 | 7 | 3 | 5 | -5 | -14 | O=C(CCCCCN1C(=O)CCC1=O)Nc1ccc2c(c1)OCCO2
-1 | 3 | 3 | 12 | 1 | 9 | -19 | 1 | 3 | O=C(NCCN1CCc2ccccc2C1)C1CCN(S(=O)(=O)N2CCC3(CC2)OCCO3)CC1
10 | -2 | 6 | x | x | 5 | x | x | x | C/C(NC(=O)c1cccs1)=C1\C(=O)C[C@@H]2[C@H]1C2(C)C
x | 0 | -5 | 7 | 5 | 4 | 16 | -5 | 10 | CCOC(=O)c1[nH]c2ccc(OC)cc2c1NC(=O)CN1CCC2(CC1)OCCO2
5 | 7 | 5 | 0 | -1 | 11 | -3 | -4 | 2 | CCOc1ccccc1CNC(=O)C1CCN(c2nc3ccccc3o2)CC1
7 | 0 | 2 | 11 | 1 | -1 | 4 | 7 | 14 | Cc1cc(C)n(-c2ccc(C(=O)OCC(=O)NCc3ccco3)cc2)n1
1 | -5 | 4 | 10 | 7 | -4 | -16 | -6 | 12 | Cc1ccc(CNC(=O)CCc2c(C)nc3ncnn3c2C)cc1
-6 | 8 | 1 | 8 | -8 | 9 | 16 | 21 | -18 | O=C(Nc1ncccn1)C1CCCN1S(=O)(=O)c1ccc(Cl)c(Cl)c1 (centres undefined)
6 | 6 | 2 | 6 | -4 | 7 | -1 | 0 | 0 | CN(C(=O)COc1cccc(Br)c1)C1CCS(=O)(=O)C1 (centres undefined)
-21 | 5 | -2 | 6 | 5 | 4 | -17 | 1 | 7 | CCc1cc2c(=O)c(-c3nc4ccccc4n3C)c(C)oc2c(CN2CCOCC2)c1O
6 | -2 | 0 | 6 | -3 | 2 | 12 | -3 | -12 | O=C(/C=N/O)NCCN1CCCCC1
6 | 5 | 3 | -24 | -35 | 4 | 2 | -25 | -28 | C=C(C)c1ccc(C(C)(C)NC(=O)NCc2ccco2)cc1
-2 | 4 | -1 | 1 | 15 | -1 | 5 | 12 | -9 | COC(=O)CC(=O)CSc1nc2c(cc1C#N)CCCCC2
-69 | 1 | 0 | -13 | -1 | 8 | -5 | -13 | -41 | Cc1ccc(S(=O)(=O)c2c(N)n(C)c3nc4ccccc4nc23)cc1
x | 7 | 1 | 10 | 1 | 7 | -12 | 8 | 5 | O=C(O)c1oc2ccccc2c1CN1CCN(c2ccccc2)CC1
x | 3 | 0 | 6 | -3 | 3 | 10 | 11 | -7 | C=CCNC(=O)C1CC(=O)N(c2ccc(C)cc2)C1 (centres undefined)
1 | 0 | -2 | 1 | -3 | 3 | 2 | 7 | 4 | C=CCNC(=O)C1CC(=O)N(c2ccc(OCC(=O)Nc3ccccc3)cc2)C1 (centres undefined)
-5 | 5 | -3 | 8 | 4 | 8 | 7 | 0 | 12 | c1ccc(NCc2nc(-c3ccccc3)no2)cc1
29 | -4 | -6 | -11 | -6 | -4 | -3 | 0 | -81 | CCOCCCNC(=O)C1CCCN1S(=O)(=O)c1ccc(Cl)cc1 (centres undefined)
4 | 7 | 1 | -6 | 7 | 11 | 6 | 25 | -11 | COC(=O)c1ccccc1S(=O)(=O)N(Cc1cc2cc3c(cc2[nH]c1=O)OCO3)C1CCCCC1
16 | 3 | 7 | 5 | 1 | 9 | -1 | 6 | 4 | Cc1ccc(N2CCN(C(=O)C3CCN(S(=O)(=O)c4cccc5nsnc45)CC3)CC2C)cc1 (centres undefined)
19 | 0 | -2 | -9 | 3 | 10 | 5 | 17 | -9 | O=C(Nc1ccc2c(c1)OCO2)C1CCN(S(=O)(=O)c2ccc3c(c2)OCCO3)CC1
5 | 0 | 0 | 14 | 7 | 7 | 10 | 16 | 12 | COC(=O)CSc1nnc(CCc2nc3ccccc3[nH]2)n1C
